# Cav32 inh – Cav3.2 calcium influx blockers – cell-based, Fluo-4 calcium fluorescence, FDSS, MLSMR library, primary screen. 100,000 tested, 4% active. Cav3.2-expressing cells; active compounds read low. B-score at 10 µM. Voltage-dependent T-type calcium channel subunit alpha-1H (Homo sapiens), O95180;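 active = single-dose well whose peak fluorescence ratio is a statistical outlier from its plate by either plate-standardised score or position-corrected B-score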
# Target sequence (O95180 whole entry, looked up): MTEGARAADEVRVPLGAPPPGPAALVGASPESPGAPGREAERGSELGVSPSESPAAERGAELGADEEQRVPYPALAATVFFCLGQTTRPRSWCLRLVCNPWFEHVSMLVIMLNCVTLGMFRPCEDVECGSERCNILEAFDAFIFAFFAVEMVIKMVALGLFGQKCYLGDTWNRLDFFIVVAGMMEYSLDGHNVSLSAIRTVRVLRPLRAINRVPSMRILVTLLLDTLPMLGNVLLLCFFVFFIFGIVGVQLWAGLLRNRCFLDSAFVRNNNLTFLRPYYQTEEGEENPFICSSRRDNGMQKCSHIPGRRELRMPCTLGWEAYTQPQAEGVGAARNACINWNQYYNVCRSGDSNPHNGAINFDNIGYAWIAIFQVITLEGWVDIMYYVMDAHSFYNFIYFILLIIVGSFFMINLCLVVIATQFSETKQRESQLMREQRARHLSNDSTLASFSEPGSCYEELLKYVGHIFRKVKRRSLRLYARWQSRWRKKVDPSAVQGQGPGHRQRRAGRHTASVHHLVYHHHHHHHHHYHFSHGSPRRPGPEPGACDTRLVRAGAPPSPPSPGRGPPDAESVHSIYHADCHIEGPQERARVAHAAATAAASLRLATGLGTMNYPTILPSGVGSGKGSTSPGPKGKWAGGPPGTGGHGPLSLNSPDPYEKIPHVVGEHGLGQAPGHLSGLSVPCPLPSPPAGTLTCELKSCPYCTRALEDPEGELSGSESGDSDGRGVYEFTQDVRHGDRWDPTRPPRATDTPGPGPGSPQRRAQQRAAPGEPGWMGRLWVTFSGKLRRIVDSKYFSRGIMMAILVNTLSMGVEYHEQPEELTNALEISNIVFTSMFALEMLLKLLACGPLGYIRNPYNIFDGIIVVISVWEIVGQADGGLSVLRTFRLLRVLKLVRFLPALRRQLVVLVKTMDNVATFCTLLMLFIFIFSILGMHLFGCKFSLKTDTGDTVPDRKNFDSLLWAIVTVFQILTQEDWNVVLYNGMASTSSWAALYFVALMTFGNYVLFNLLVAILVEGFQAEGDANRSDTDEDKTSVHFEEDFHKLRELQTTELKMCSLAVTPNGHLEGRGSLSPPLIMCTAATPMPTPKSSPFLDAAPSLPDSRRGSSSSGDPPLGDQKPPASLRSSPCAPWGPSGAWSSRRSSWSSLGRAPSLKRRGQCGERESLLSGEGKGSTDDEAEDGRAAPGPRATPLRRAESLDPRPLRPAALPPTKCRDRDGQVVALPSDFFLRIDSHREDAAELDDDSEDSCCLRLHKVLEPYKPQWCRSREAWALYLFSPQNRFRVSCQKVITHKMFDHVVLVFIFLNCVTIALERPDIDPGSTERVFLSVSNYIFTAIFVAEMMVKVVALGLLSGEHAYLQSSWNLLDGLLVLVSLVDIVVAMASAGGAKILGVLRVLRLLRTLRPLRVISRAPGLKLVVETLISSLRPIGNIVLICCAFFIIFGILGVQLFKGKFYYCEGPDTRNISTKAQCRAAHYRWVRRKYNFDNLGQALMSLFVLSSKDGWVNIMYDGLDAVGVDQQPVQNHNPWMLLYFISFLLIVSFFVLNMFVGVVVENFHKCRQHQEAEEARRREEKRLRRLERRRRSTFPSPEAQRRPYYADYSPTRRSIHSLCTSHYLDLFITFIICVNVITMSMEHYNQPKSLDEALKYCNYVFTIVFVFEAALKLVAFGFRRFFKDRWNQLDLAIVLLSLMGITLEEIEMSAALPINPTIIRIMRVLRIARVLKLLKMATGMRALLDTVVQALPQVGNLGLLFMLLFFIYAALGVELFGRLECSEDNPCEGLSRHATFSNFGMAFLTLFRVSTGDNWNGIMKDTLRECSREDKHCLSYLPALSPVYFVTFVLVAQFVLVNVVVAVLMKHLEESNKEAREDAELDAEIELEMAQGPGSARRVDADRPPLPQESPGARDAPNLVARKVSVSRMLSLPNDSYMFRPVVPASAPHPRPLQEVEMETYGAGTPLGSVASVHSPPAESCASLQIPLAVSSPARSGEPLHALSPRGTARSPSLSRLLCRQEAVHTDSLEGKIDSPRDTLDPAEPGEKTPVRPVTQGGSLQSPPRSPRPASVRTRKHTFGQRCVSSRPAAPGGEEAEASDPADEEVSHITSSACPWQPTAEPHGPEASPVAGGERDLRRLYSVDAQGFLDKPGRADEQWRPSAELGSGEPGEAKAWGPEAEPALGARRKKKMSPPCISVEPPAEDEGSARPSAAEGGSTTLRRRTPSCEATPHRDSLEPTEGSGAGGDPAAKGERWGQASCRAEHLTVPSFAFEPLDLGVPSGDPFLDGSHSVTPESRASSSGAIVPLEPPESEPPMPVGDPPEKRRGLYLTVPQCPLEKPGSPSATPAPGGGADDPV
# Active calls of the source: *.
SMILES,Cav32 inh
COc1ccc(CN2CN(c3ccc(Cl)cc3)C(=O)N(n3cnnc3)C2)cc1,1.1
Cc1cc(C(=O)NNC(=S)NC(C)c2ccccc2)c2ccccc2n1 (stereo not given),0.27
O=C(CCC(=O)OCC(=O)c1ccc(Br)cc1)NC1CCCCC1,-0.88
Cc1nc(-c2ccccc2)c(-c2ccccc2)[nH]1,1.5
Cc1cc(-c2[nH]nc3c2C(c2ccc(Cl)cc2)C(C#N)=C(N)O3)c(C)s1 (stereo not given),-2.1
O=C(Nc1cc2c(cc1Cl)OCCCO2)c1ccccc1,-0.34
COc1ccc(N2CCN(c3ncnc4nc[nH]c34)CC2)cc1,-0.21
CCOc1ccc(NC(=O)CSc2nnc(-c3ccco3)n2C)cc1,0.064
CC(C)Cc1cc(C(=O)N2CCN(C(c3ccccc3)c3ccccc3)CC2)no1,0.1
Cc1ccc(S(=O)(=O)n2ccc(=O)[nH]2)cc1,0.096

# The closing 7 records of the section above open the next one:
SMILES,Cav32 inh
Cc1nc(-c2ccccc2)c(-c2ccccc2)[nH]1,1.5
Cc1cc(-c2[nH]nc3c2C(c2ccc(Cl)cc2)C(C#N)=C(N)O3)c(C)s1 (stereo not given),-2.1
O=C(Nc1cc2c(cc1Cl)OCCCO2)c1ccccc1,-0.34
COc1ccc(N2CCN(c3ncnc4nc[nH]c34)CC2)cc1,-0.21
CCOc1ccc(NC(=O)CSc2nnc(-c3ccco3)n2C)cc1,0.064
CC(C)Cc1cc(C(=O)N2CCN(C(c3ccccc3)c3ccccc3)CC2)no1,0.1
Cc1ccc(S(=O)(=O)n2ccc(=O)[nH]2)cc1,0.096
CC(C)CC(C(=O)NC(=O)NCc1ccccc1)N1C(=O)c2ccccc2C1=O (stereo not given),0.3
CCCCC(=O)Nc1c(O)c2ccccc2[nH]c1=O,0.35
COC(=O)CC/C(O)=C1/C(=N)CC(C)(C)CC1=O,0.42
O=C(CC(c1ccccc1)c1ccco1)N1CCOCC1 (stereo not given),-0.65
Cc1cc(C)c2c3c(sc2n1)C(c1cccc(F)c1)C(C#N)=C(N)O3 (stereo not given),-0.12
Cc1ccc2cccc(NC(=S)NC(=O)c3c(Br)cnn3C)c2n1,0.62
CCOC(=O)c1[nH]c2ccccc2c1NC(=O)c1ccco1,-0.25
COC(=O)c1c(NC(=O)c2ccco2)sc(C(=O)Nc2ccc(F)cc2)c1C,-2.1
O=C1NC(c2ccccn2)Nc2sc3c(c21)CCC3 (stereo not given),0.0022
CCOc1ccccc1CNS(=O)(=O)c1ccc2c(c1)oc(=O)n2C,-0.59
CCc1nnc(NC(=O)c2cccc(NC(=O)C(C)C)c2)s1,0.19
CCCC(=O)Nc1ccc(-c2nc3cc(C)c(C)cc3o2)c(O)c1,0.16
Cc1cc(=O)n2c3c(cccc13)CCC2,0.4
O=C(NCCc1c[nH]c2ccccc12)C(=O)NCC(c1cccnc1)N1CCN(c2ccccc2)CC1 (stereo not given),-3.1
CO/N=C/c1ccc(Sc2ccccc2)c([N+](=O)[O-])c1,-0.31
O=C(NCc1ccccc1)C1=C[C@H](C2CCCCC2)C[C@H](OCc2ccc(CO)cc2)O1,-0.75
CCCCn1c(CCC)nc([N+](=O)[O-])c1Sc1ccc(Cl)cn1,-9*
CCC(Oc1ccccc1)C(=O)N1CCN(C(=O)C(CC)Oc2ccccc2)CC1 (stereo not given),0.41
CC12Cc3ccc4ccccc4c3C=C1C[N+](C)(C)C2 (stereo not given),0.3
NS(=O)(=O)c1ccc(NCc2cc(Cl)ccc2OCc2ccccc2F)cc1,0.91

# Compounds listed so far containing bromine (2):
SMILES,Cav32 inh
O=C(CCC(=O)OCC(=O)c1ccc(Br)cc1)NC1CCCCC1,-0.88
Cc1ccc2cccc(NC(=S)NC(=O)c3c(Br)cnn3C)c2n1,0.62

# (further entries)
SMILES,Cav32 inh
CCOC(=O)N1CCN(C(=O)CSc2ccc(Cl)cc2)CC1,0.14
CC1CCN(c2nc3c(c(=O)n(C)c(=O)n3C)n2CCSc2nc3ccccc3o2)CC1,-0.9
NC(=O)CN1CCN(C(=O)NC2CCCCC2)CC1,-1.9
Oc1c(C=NCc2ccc(F)cc2)[nH]c2ccc(Br)c(Cl)c12,-3.5
Cn1cnnc1SC(C(=O)c1ccccc1)c1ccccc1 (stereo not given),-0.54
CC(=O)O[C@@H]1C[C@H]2C(C)=C[C@H]3OC(=O)[C@@H](C)[C@H]3C[C@H]2[C@]1(C)O,0.027
CCOC(=O)Cc1csc(SCC(=O)N2CCN(c3ccc(OC)cc3)CC2)n1,1.3
COC(=O)c1ccc2c(=O)[nH]c(CN3c4ccccc4CC3C)nc2c1 (stereo not given),0.54
CC(C)N(CC#CCC1(O)c2ccccc2-c2ccccc21)CCO,1.6
CCN1C(c2ccccc2)C(C)C(=O)C(C)C1c1ccccc1 (stereo not given),-1.3
O=C(OCC(=O)N1CCN(C(=O)COC(=O)c2ccncc2)CC1)c1ccncc1,-0.21
Cc1csc(SCC(=O)NCc2cccs2)n1,0.41
CCOC(=O)c1ccccc1NC(=O)c1cccc2c1C(=O)N(C1CCN(C(=O)OCC)CC1)C2,0.72
Cc1cc(N2CCOCC2)nc(SCC(=O)c2ccc(Cl)cc2)n1,-0.8
CN(NS(=O)(=O)c1ccccc1)c1nc2ccccc2nc1C(F)(F)F,-4.2*
CC(=O)c1cccc(NC(=O)c2oc(C)nc2C)c1,-1.5
CCCc1ccc(C2C3=C(CC(C)(C)CC3=O)NC3=C2C(=O)c2ccccc23)cc1 (stereo not given),-2.6
O=C1C=C(c2cccc(O)c2)CCC1,1.1
CCOC(=O)Cn1c(=N)n(Cc2ccccc2F)c2ccccc21,0.24
CC1=CC(C)(C)Nc2ccc(OC(=O)c3cccnc3)cc21,0.25
O=C(c1ccc2c(c1)N(Cc1ccccc1)C(=O)c1ccccc1S2)N1CCCC1,-2.5
CCc1ccc2c(c1)C1(NN=C(c3ccc(C)cc3)S1)C(=O)N2 (stereo not given),-2.7
O=C1CC(N2CCN(c3nc4ccccc4s3)CC2)C(=O)N1Cc1cccs1 (stereo not given),-1.2
NC(=O)CCS(=O)(=O)c1ccccc1,0.032
CCOC(=O)C1CCN(Cc2cnc(Oc3ccc(C(C)(C)C)cc3)s2)CC1,-0.58
CC(=O)C1=C(O)C(=O)N(Cc2ccco2)C1c1ccc2c(c1)OCO2 (stereo not given),0.39
Cc1ccc(N2C(=O)CC(Cn3nc(C)cc3C)C2=O)cc1 (stereo not given),1.3
CSc1ccccc1NC(=O)c1noc2c1CCC2,-0.88
NC(=O)CSc1nc(-c2ccccc2Cl)ns1,0.92
O=C(O)c1ccc(-c2ccccc2C(F)(F)F)o1,-0.18
CCNC(=O)NC(=O)COc1ccccc1C#N,0.91
CCC(C)n1cnc2c(c1=O)c1nc3ccccc3nc1n2Cc1ccc2c(c1)OCO2 (stereo not given),-0.94
CCc1ccccc1NC(=O)CSc1nnc([C@@H]2CCCN2C(=O)OC(C)(C)C)o1,0.043
O=C(CSc1nc2ccccc2c(=O)[nH]1)N1CCCCCC1,1.1
CN(C)CCCNC(=O)c1cc(Br)ccc1Cl,-0.045
Cc1csc(=N)n1-c1ccc(Cl)cc1,-1.4
Cc1cc(NC(=O)c2cc(-c3cccs3)on2)no1,-0.029
CCOC(=O)C1CCN(C(=O)C(=O)N2CCC(C(=O)OCC)CC2)CC1,0.54
COc1ccc(C(=O)NCC(=O)OCC(=O)Nc2c(C)n(C)n(-c3ccccc3)c2=O)cc1,-0.19
O=C(c1cn(-c2ccccc2)nc1-c1ccccc1)n1nnc2ccccc21,0.13
CNC(=O)NC(=O)CSc1nnc(C(F)(F)F)n1C,0.078
COc1ccc2nc(NC(=O)CSc3nnc(-c4ccoc4C)n3C)sc2c1,1.8
COc1ccc(NC(=O)CSc2nc(C)c3c(c2C#N)CCCC3)cc1,-0.72
COc1ccc(CCNC(=O)NC23CC4CC(CC(C4)C2)C3)cc1,0.58
O=C1C2C3CCC(C3)C2C(=O)N1CNc1ccc(F)cc1 (stereo not given),1
O=[n+]1cc(-c2ccc(F)cc2)n([O-])c2c1CCC2,-0.31
O=C(O)C1CCCCC1C(=O)Nc1ccccc1Cl (stereo not given),-1.5
Cc1noc(C)c1C(=O)OCC(=O)c1cc(C)n(Cc2ccccc2Cl)c1C,-1.4
Cc1ccc(S(=O)(=O)Nc2ccc3ncccc3c2)cc1,-1.3
COc1cc(CCCN2C(=S)NC[C@@H]2Cc2ccccc2)cc(OC)c1OC,0.91
# Continuation:
SMILES,Cav32 inh
Nc1nnc(CCCCc2cccs2)o1,0.11
CC(C)Nc1nc(NC(C)C)nc(N(C)n2cnnc2)n1,0.015
CC(=O)c1ccc(NC(=O)c2ccn[nH]2)cc1,0.87
COc1ccc(C2=NC(C(F)(F)F)(C(F)(F)F)c3c(n(C)c(=O)n(C)c3=O)N2)cc1,1.5
C=CCn1cc(C(=O)NCC2CCCO2)c(=O)c2cc(S(=O)(=O)N3CCCCCC3)ccc21 (stereo not given),0.36
Cc1ccccc1C(=O)NC1CCS(=O)(=O)C1 (stereo not given),-0.00084
O=C(Nc1ccccc1C(=O)O)c1cccc(NC(=O)c2ccc(Br)o2)c1,0.012
O=c1c2[nH]c3ccc(F)cc3c2ncn1C1CCCCC1,0.46
CC1(C)C/C(=C(/C#N)C(N)=O)CCO1,0.22
O=C(NCCSc1c[nH]c2ccccc12)c1c(F)cccc1F,-0.089
CCOC(=O)c1csc(NC(=O)c2ccc(S(=O)(=O)N(CC)CC)cc2)n1,0.27
Cc1cc(NC(=O)CSc2nnc(COc3cccc(C)c3C)n2C)no1,-0.022
COc1cccc(/C=N/n2c(SC)nnc2-c2ccccc2)c1OC,-0.78
CCN1CCN(c2c(Cl)cccc2NC(=O)c2ccco2)CC1,-0.67
NC(=O)c1ccc(C(F)(F)F)n(Cc2cccc(Cl)c2)c1=O,-2.8
CCOc1ccc(C2/C(=C(/O)c3ccc(F)cc3)C(=O)C(=O)N2CCCN(C)C)cc1 (stereo not given),-0.56
COCCn1c(SCC(=O)Nc2ncc(C)s2)nc2sc3c(c2c1=O)CCC3,-2.5
Cn1c(=O)c(NCCO)c2c3c(cccc31)C(=O)c1ccccc1-2,-9*
CCn1c(NC(=S)Nc2ccccc2)nc2ccccc21,-0.46
C=CCn1c(N(C)C)nc2c1c(=O)[nH]c(=O)n2C,0.76
COC(=O)CCc1c(C)nn(-c2ccccc2)c1C,0.24
c1cc2c3c(cccc3c1)NC1(CCCCC1)N2,-0.21
O=C(Cn1c(=O)oc2ccccc21)Nc1nnc(N2CCCCCC2)s1,-1.2
CN(C(=O)C1CCCO1)c1nnc(-c2cnccn2)s1 (stereo not given),-0.68
CCc1[nH]nc2c1C(C(C)C)C(C#N)=C(N)O2 (stereo not given),0.22
Cc1ccccc1CN(c1ccc(C(=O)N2CCc3ccccc3C2)cc1)S(C)(=O)=O,-2.8
CCOC(=O)Nc1ccc(S(=O)(=O)Nc2nc(C)cc(C)n2)cc1,0.058
Cc1cc(CNC(=O)[C@H]2C[C@@H]2[C@H](NP(=O)(c2ccccc2)c2ccccc2)c2ccccc2)nn1C,0.056
O=C(COC(=O)c1ccc(NS(=O)(=O)c2ccc3c(c2)OCCO3)cc1)NC1CC1,0.14
CCc1c(C)sc(NC(=O)c2cc(C)no2)c1C#N,0.69

# Molecules shown so far with two or more sulfur atoms:
SMILES,Cav32 inh
CCOC(=O)Cc1csc(SCC(=O)N2CCN(c3ccc(OC)cc3)CC2)n1,1.3
Cc1csc(SCC(=O)NCc2cccs2)n1,0.41
O=C1CC(N2CCN(c3nc4ccccc4s3)CC2)C(=O)N1Cc1cccs1 (stereo not given),-1.2
NC(=O)CSc1nc(-c2ccccc2Cl)ns1,0.92
COc1ccc2nc(NC(=O)CSc3nnc(-c4ccoc4C)n3C)sc2c1,1.8
CCOC(=O)c1csc(NC(=O)c2ccc(S(=O)(=O)N(CC)CC)cc2)n1,0.27
COCCn1c(SCC(=O)Nc2ncc(C)s2)nc2sc3c(c2c1=O)CCC3,-2.5

# The listing continues.
SMILES,Cav32 inh
COc1ccc(Cc2ccc(OC)c(N)c2)cc1N,-1.9
COc1ccc(CCNS(=O)(=O)c2ccc3c(c2)n(C)c(=O)c(=O)n3C)cc1OC,0.13
c1ccc(C2NCCn3cccc32)cc1 (stereo not given),0.54
N#Cc1c(N)oc(-c2ccc3c(c2)OCO3)c1-c1ccc2c(c1)OCO2,-0.32
CC(C)(C)NC(=O)Cn1c(SCC(=O)Nc2nccs2)nc2ccccc21,0.68
Cn1c(SCc2ccccc2)nnc1-c1cnccn1,-0.17
CSc1nc2cc(F)c(F)cc2n1C,-1.1
CCOC(=O)c1oc2nc(C(C)C)c3c(c2c1N)CC(C)(C)OC3,1.4
CN(C1CCCCC1)S(=O)(=O)c1ccc2c(c1)c(=O)c(C(=O)N1CCc3ccccc3C1)cn2C,-1.9
CCNC(=O)C1CCCN1S(=O)(=O)c1ccc(OC)cc1 (stereo not given),0.5
c1ccc(-c2ccc3c(c2)c2c4n3CCN=C4CCC2)cc1,0.087
CC(=O)Cc1nsc(NC(=O)c2cc(-c3cccc(C(F)(F)F)c3)oc2C)n1,0.0035
Cc1ccc(NC(=O)c2ccc(-c3nn(C)c(=O)c4ccccc34)cc2)c(C)c1,0.79
CC(C)(C)OC(=O)NCC12C=CC(O1)C1C(=O)N(Cc3ccccc3)C(=O)C12 (stereo not given),0.079
O=C(NCc1ccc(Cl)cc1)C1CCC(CNc2c(N3CCCCC3)c(=O)c2=O)CC1 (stereo not given),-0.062
COCCNS(=O)(=O)c1cc(-c2nn(C)c(=O)c3ccccc23)ccc1C,0.68
CCOC(=O)C1CCN(c2nnc(N3CCCC3=O)s2)CC1,1.1
C=CCc1ccccc1OCC(O)CN(CC)CC (stereo not given),0.47
Cn1c(=O)c2c(nc(OC/C=C/c3ccccc3)n2C)n(C)c1=O,1.7
CC(C)(C)CC(=O)N1CCC(c2nc3c(nnn3Cc3c(F)cccc3Cl)c(=O)[nH]2)CC1,2.2
O=S1(=O)NC2CCCCCN2c2ccc(F)cc21 (stereo not given),-0.04
COc1ccc(C2OC(=O)CC2C(=O)N2CCN(c3cc(Cl)ccc3C)CC2)cc1OC (stereo not given),-1.9
CC(NS(=O)(=O)c1ccc(F)cc1)C(c1cccs1)N1CCN(C)CC1 (stereo not given),0.41

# Only part of the results is shown; the hit share may differ from the screen's.
